Assay outcomes from PubChem BioAssay.
12-LOX inh = blocks human arachidonate 12S-lipoxygenase; P18054; purified 12hLO, xylenol orange hydroperoxide absorbance; Potency, µM (doses to about 108 µM), inactives show at the top dose activity change, negative = inhibition, most hits filed as inhibitors; 1.1% of 580,000 active; AID 1671190; active = well fitted inhibition curve with a large enough effect; inconclusive = small, poorly fitted or top-dose-only effect, or another doubt; inactive = no such curve, though single readings can be large or run the other way
Target sequence (P18054 whole entry, looked up): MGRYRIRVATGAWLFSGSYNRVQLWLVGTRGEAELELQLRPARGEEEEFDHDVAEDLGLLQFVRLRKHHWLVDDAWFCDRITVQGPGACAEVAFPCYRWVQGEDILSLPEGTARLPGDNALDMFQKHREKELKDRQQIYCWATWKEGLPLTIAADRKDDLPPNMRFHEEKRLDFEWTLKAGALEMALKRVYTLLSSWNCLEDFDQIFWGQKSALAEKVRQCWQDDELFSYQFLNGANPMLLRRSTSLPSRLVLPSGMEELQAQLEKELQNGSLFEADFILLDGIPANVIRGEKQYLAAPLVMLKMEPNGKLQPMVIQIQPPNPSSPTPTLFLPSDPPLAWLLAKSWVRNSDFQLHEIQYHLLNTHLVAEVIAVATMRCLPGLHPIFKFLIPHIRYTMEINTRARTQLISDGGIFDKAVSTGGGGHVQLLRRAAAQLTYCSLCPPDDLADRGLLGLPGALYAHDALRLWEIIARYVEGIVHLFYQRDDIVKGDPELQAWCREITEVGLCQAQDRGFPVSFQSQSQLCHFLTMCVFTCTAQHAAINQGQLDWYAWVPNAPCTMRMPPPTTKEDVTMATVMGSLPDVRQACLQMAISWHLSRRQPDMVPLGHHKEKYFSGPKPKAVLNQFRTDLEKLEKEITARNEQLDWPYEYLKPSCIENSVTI
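Hydroperoxide product was detected by ferrous iron/xylenol orange as the 573 to 405 nm absorbance ratio. Arachidonic acid at 40 uM (final) was turned over for 30 min at room temperature by 150 nM human 12hLO, pH 7.0 Hepes buffer, after 15 min compound preincubation.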
Active calls of the source: *; u = inconclusive; & = joins results of further samples; [ ] = remark or other dose. % is set by controls: 0 for no effect and ±100 for the full control effect; potency is the fitted concentration of half-maximal effect. This is a subset, so the mix of outcomes need not match the whole.

item	SMILES	12-LOX inh
1	COc1ccc(C2Cn3nnc(C(=O)NCc4cccc(C(F)(F)F)c4)c3CO2)cc1 (centres undefined)	16.4%
2	O=C(c1ccc(Cl)cc1)N1CCC2(C1)C(=O)N(CCc1ccccc1)c1ccccc12 (centres undefined)	u
3	CN1CCN(c2ccc(-c3cccc(NC(=O)C4CCCCC4)c3)nn2)CC1	0.5%
4	CN1CCC(N[C@H]2C[C@@H](Cc3cc(C(C)(C)C)on3)C2(C)C)CC1	35.2%[activator][176 µM]
5	COCCOCC(=O)N1CC(Oc2ccc(-c3noc(-c4ccccc4)n3)cc2)C1	u
6	CCCCCNc1ncnc2c1CN(c1ccc(Cl)cc1)C(=O)CN2C	6.5%
7	C[C@H]1[C@@H]2[C@@H](O)C([C@H](C)C(=O)NCc3ccccc3)CC[C@@]2(C)CC[C@@H]1NC(=O)C1CCCCC1 (some centres undefined)	u
8	Cc1ccc(N2CCN(C(=O)c3cc4n(n3)CC(c3ccc(Cl)cc3)OC4)CC2)c(C)c1 (centres undefined)	1.9%
9	O=C(N[C@@H]1c2ccccc2C2(CCN(Cc3c(O)ccc4ccccc34)CC2)[C@H]1O)c1ccccc1	11.8%
10	O=C(NCCc1ccccc1Cl)[C@@H]1CCCN1C(=O)[C@@H](NC(=O)N1CCOCC1)C1CCCCC1	-2.4%
11	COc1ccc(-c2noc(CN(CC3CCC(=O)N3)C(C)C)n2)c(OC)c1OC (centres undefined)	39.7%[activator]
12	CN(C)CCN(C)[C@@H]1[C@H](O)[C@H](CO)O[C@@H]1CNC(=O)c1cccc(F)c1	25.4%
13	O=c1ccc(-c2cc(-c3cccc4cn[nH]c34)cn3cncc23)c[nH]1	31.6µM*
14	CC(C)(Oc1nn(CCOc2ccccc2)c2ccccc12)C(=O)NCCCn1ccnc1	65.6%[activator]
15	Cc1ccc(C)c(C(=O)N2CCN(c3cc(-c4ccccc4)[nH]n3)CC2)c1	63.9%[activator]
16	COc1cccc(CNCC2CNCCO2)c1OCCN1CCOCC1 (centres undefined)	88.1%[activator]
17	CN1CCC2(CC1)CN(C(=O)c1cncc(Br)c1)Cc1ccccc1O2	36.5%
18	CCn1ccc(C(=O)N2CCC(N3C(=O)C(OCC4CC4)C34CCOCC4)CC2)n1 (centres undefined)	54.0%[activator]
19	COc1ccc(NC(=O)N(C)C[C@H]2OCc3cnnn3CCCC(=O)N([C@H](C)CO)C[C@@H]2C)c(OC)c1	-18.9%
20	COc1ccccc1N1CCN(C(=O)CN2C(=O)NC(c3ccc(C)cc3)C3=C2COC3=O)CC1 (centres undefined)	4.4%
21	Cc1ccc(C)c(Cn2ccn3nc(-c4ccccc4)c(CO)c3c2=O)c1	62.3%[activator]
22	CCOC(=O)C1=C(C)N=C2SC=C(CC(=O)N3CCCC3)N2C1c1cccc(F)c1 (centres undefined)	-11.6%
23	CS(=O)(=O)N1CCCC(C(=O)NCCc2cccnc2)CCNC(=O)CC1 (centres undefined)	36.3%[activator]
24	C[C@@H](NC(=O)N1CCOC[C@H]1c1ncc(-c2ccc(F)cc2)[nH]1)c1ccccc1	36.0%[176 µM]
25	CCN1CCCC2(Cc3ccccc3CN(C(=O)c3ccccc3)C2)C1 (centres undefined)	-0.7%[6.33 µM]
26	Cn1cccc1C(=O)NC1CCc2nn(C)c(=O)n2CC1 (centres undefined)	4.5%
27	COc1ccc(C(=O)NCCn2ccn3nc(-c4cc(C)ccc4C)cc3c2=O)cc1OC	14.4%
28	CCNC(=O)c1noc(-c2cc(C(C)C)c(O)cc2O)c1-c1ccc(CN2CCOCC2)cc1	u
29	O=C(Nc1ccccc1F)N1CC(c2nc(CCOCC3CC3)no2)C1	15.9%
30	CCC(=O)NC[C@@H]1CC[C@H]2C[C@@H]1C2(C)C	13.8%[176 µM]

item	SMILES	12-LOX inh
31	COc1ccc2c3c(n(C)c2c1)[C@H](CO)N(C(=O)c1cccc(F)c1)CC31CN(C(=O)c2cccc(F)c2)C1	-21.4%
32	COc1cccc(CNC(=O)[C@@H]2C[C@@H](O)CN2C2CCN(C(=O)c3nccn3C)CC2)c1	37.7%[activator]
33	Cc1ccc(NC(=O)C2CCc3ncc(-c4ccsc4)n3C2)cc1C (centres undefined)	38.3%[activator]
34	O=[S+]1([O-])NCC2(CCN(CC3CC3)CC2)Oc2ncccc21	-5.9%[6.33 µM]
35	O=C(NCc1ccco1)Nc1c(Cl)cc(Cl)cc1Cl	-32.3%
36	CC(C)(C)c1nc(C(=O)NCc2ccc(F)cc2)n2ccccc12	39.0%[activator]
37	CCN(CC)CCNC(=O)CCc1cc2cc(OC)ccc2[nH]c1=O	7.9%
38	COCCN1C(=O)[C@@H]2C[C@@H](CN2CC2CC2)Oc2ccccc21	4.6%[176 µM]
39	COCCN1C(=O)CC[C@]2(C(=O)NCc3cccc(F)c3)CCCC[C@@H]12	3.5%
40	CN1CC(=O)N(C2CCCNC2)Cc2c1ncnc2N1CCSCC1 (centres undefined)	u
41	CC(C)C(=O)NCC(=O)N1CCC2(CC1)Nc1ccccc1NC2=O	20.4%
42	Cc1nn(-c2ccccc2)c(Oc2ccc(F)cc2F)c1CCC(=O)NCC1CC1	39.7%[activator]
43	COc1cccc(C(=O)N2CC(Oc3ccccc3-c3nc(-c4ccccc4)no3)C2)c1	-6.9%
44	OCc1cc(CC2(NCc3ccc(C(F)(F)F)cc3)COC2)no1	4.3%[176 µM]
45	O=C(N[C@H]1CCN2C(=O)c3ccccc3NC(=O)[C@@H]2C1)c1cccs1	10.3%[176 µM]
46	CCC(C)NC(=O)Cn1nc(C)c2sc(-c3ccccc3)nc2c1=O (centres undefined)	20.3%
47	COc1ccc(S(=O)(=O)N[C@H]2C[C@@H](c3nc(-c4cnccn4)no3)N(C)C2)cc1	7.5%[176 µM]
48	Cc1ccc(C(=O)N2CCC3(CC2)CC(=O)c2ccc(Cl)cc2O3)cc1	u
49	C=C1C[C@@]2(C)CCCC3=CC(=O)C=C[C@@]32Oc2ccccc21	11.2%
50	Cc1ccc(C2Cn3nnc(C(=O)N4CCC(C(=O)NCc5cccnc5)CC4)c3CO2)cc1 (centres undefined)	-13.5%
51	CC(C)n1c(C2CCN(C(=O)c3cn[nH]c3-c3ccc(F)cc3)CC2)nn(C)c1=O	9.9%
52	CCc1cccc2c(C(CC(=O)NCCc3ccccc3)c3cccc4c3OCO4)c[nH]c12 (centres undefined)	u
53	Cc1cc(C)cc(NC(=O)NCC2CCOCC2)c1	29.8%
54	O=C1NC(=NC2CCCC2)C2(CCN(CC3CCCCC3)C2)N1c1cc(F)cc(F)c1 (centres undefined)	7.3%[6.33 µM]
55	CCc1nc(-c2c3n(c(=O)n(CC(=O)Nc4cccc(F)c4)c2=O)CCCCC3)no1	25.6%
56	CCc1cccc(NC(=O)C2CCN(C(=O)c3nnn4c3COC(c3ccc(C)cc3)C4)CC2)c1 (centres undefined)	u
57	CNC(=O)c1cn2c(n1)CN(C(C)=O)CC2	u
58	O=C(N[C@@H](Cn1cc(Cl)c(=O)[nH]c1=O)C(=O)O)C1CCCCC1	2.8%[176 µM]
59	Cc1ncsc1C(=O)NC1CC(c2cc(=O)[nH]c(N3CCCC3)n2)C1 (centres undefined)	u
60	O=C(CCc1cc2ccccc2[nH]c1=O)NCc1ccco1	28.0%

item	SMILES	12-LOX inh
61	O=C(O)c1ccc(-c2ncccn2)cc1	u
62	Cc1cc(C[C@@H]2COC[C@@H]2NC(=O)c2ccccc2-c2ccc(F)cc2)on1	8.9%
63	CNC1CCOc2ccccc21 (centres undefined)	-2.0%[12.5 µM]
64	Cc1cc(C(=O)N2CC(c3nnc(-c4ccncc4)o3)C3(CCOCC3)C2)nn1C (centres undefined)	20.9%
65	COc1ccccc1-c1[nH]nc2ncc(-c3ccccc3F)nc12	0.4%[176 µM]
66	COc1ccccc1CCC(=O)N1[C@@H]2CC[C@H]1CC(NC(=O)c1ccncc1)C2 (some centres undefined)	44.5%[activator]
67	Cc1ccc(C(=O)N2CCCN(S(=O)(=O)c3ccccc3)CCC(=O)NCC2)cn1	5.1%
68	CCNc1ncnc2sc3c(c12)CCN(Cc1ccc[nH]1)C3	355.9%[activator]
69	O=C(CC1CCOC2(CCN(C(=O)c3ccccc3)CC2)C1)NC1CC1 (centres undefined)	14.0%
70	COCCN1Cc2[nH]nc(-c3ccccc3OC)c2CC1=O	-1.9%[176 µM]
71	COc1ccc(CN2CCCC3(CC(c4cccc(C(F)(F)F)c4)=NO3)C2)cc1 (centres undefined)	u
72	O=C1Nc2ccc(-c3cccc(C(F)(F)F)c3)cc2C(=O)N2CCN(C(=O)NC3CCCCC3)C[C@H]12	0.1%
73	Cc1ccc(C(=O)NC2CCN(c3cnn(C)c(=O)c3)CC2)cc1C	14.0%
74	COc1ccc(C(=O)N2CC3CC(C2)[C@H]2CCCC(=O)N2C3)cc1F (some centres undefined)	39.4%
75	CC1(C(=O)N2CCc3ccccc3C2)CCCCC(=O)N1 (centres undefined)	18.0%
76	S=C(SCc1c(Cl)cccc1Cl)N1CCSCC1	-4.4%
77	C[C@H](O)[C@@H]1CN2CCc3c([nH]c4c(-c5ccccc5)cccc34)[C@@H]2C[C@@H]1N(C)C(=O)NC1CCCCC1	2.6%
78	CSc1ccc(CNC(=O)C2(c3ccc(NS(C)(=O)=O)cc3)CCCCC2)cc1	15.3%
79	O=C1c2c(nc(COc3ccc4c(c3)OCO4)n2Cc2ccccc2)NCCN1CC1CCOCC1	24.6%
80	O=C(CCC1CCN(Cc2ccc(Cl)s2)CC1)N1CCN(c2ccccc2)CC1	0.4%
81	O=C(c1nccc2ccccc12)N1CCc2c(nc(-c3ccc(F)cc3)[nH]c2=O)C1	u
82	COc1ccc(C(=O)N2CCC3(CC2)COc2ccccc2CN3)cc1	0.4%
83	Cc1cccc(C2CCCN(C(=O)c3cn(CCc4ccccc4)nn3)C2)c1 (centres undefined)	-1.9%
84	COCCc1nncn1C1CCN(S(=O)(=O)c2ccc(C(F)(F)F)cc2)CC1	33.7%[activator]
85	CCC1=C(C(=O)OC)C(c2ccccc2Cl)N2C(CC(=O)N(C)Cc3ccccc3)=CSC2=N1 (centres undefined)	68.2%
86	O=[S+]1([O-])NC2(CCN(Cc3ccncc3)CC2)CNc2ccccc21	21.7%
87	CC(C)Cc1nc2nccc(-c3ccsc3)n2n1	21.0%
88	COc1ccc(C)cc1NC(=O)N1CCC2(CCNC(=O)CC2)CC1	14.0%
89	COc1ccccc1C(=O)N1CCCN(Cc2ccc3c(c2)OCO3)c2ccccc21	u
90	CCc1ccc(NC(=O)N2CCCC(Cn3cnc4cccnc43)C2)cc1 (centres undefined)	45.4%[activator]

item	SMILES	12-LOX inh
91	CSCCC(c1nc2ccccc2[nH]1)n1c(/C=C/c2ccc(Cl)cc2)nc2ccccc21 (centres undefined)	11.2%
92	Clc1cnccc1CN1CC(CNc2ccccc2)C2(C1)CN(c1ccccc1)C2 (centres undefined)	26.9%[176 µM]
93	C=CCNC(=O)c1ccc(N2CC3CC(C2)[C@H]2CCCC(=O)N2C3)nc1 (some centres undefined)	17.7%
94	COCC(=O)N[C@@H]1CN(Cc2ccc(C#N)cc2)C[C@H]1CO	21.1%
95	CC(NC(=O)Cc1cccn1-c1ccc(Cl)cc1)c1ccccn1 (centres undefined)	30.7%
96	CN(CC1(C)CCOCC1)C(=O)c1nccc2ccccc12	u
97	COc1cccc(CN2CCC3(CC2)CC(c2cccnc2)=NO3)c1	u
98	CCCC(=O)N1CCN(C2CCN(CCOC)C2=O)CC1 (centres undefined)	u
99	O=C(c1ccccn1)N1CCC(Oc2cccnc2)C1 (centres undefined)	16.1%
100	COc1ccc(CC(=O)N2CCC(Cc3nc(-c4ccc(OC)cc4)no3)CC2)cc1	14.1%
101	COc1ccc(-c2nc(C(C)C)nc3c2CN(C(=O)c2ccc(C(F)(F)F)cc2)CC3)cc1	u
102	C/C(=C\c1ccccc1)CN1CCCC12Cc1ccccc1CNC2=O (centres undefined)	u
103	COC(=O)c1ccccc1NC(=O)Cn1ccn2nc3c(c2c1=O)CCCC3	-4.5%
104	CC(=O)N1CC2(Cc3ccccc31)CN(C(=O)c1ccc(Cl)nc1)C2	38.1%&-10.7%[activator]
105	CNC(=O)C(C)(C)N1CCC[C@H]1C(=O)NCc1ccc(F)cc1	-18.0%[176 µM]
106	COCCOC1CCOC2(CCN(C(=O)NCc3ccc(OC)cc3)CC2)C1 (centres undefined)	45.5%[activator]
107	Cc1noc(C)c1C(=O)N[C@H]1CN(CCS(C)(=O)=O)C[C@@H]1C1CC1	6.1%
108	Cc1ccc(CCCN2CCCC(COc3ccccc3C(=O)NC(C)C)C2)o1 (centres undefined)	6.8%
